Screening data: PubChem BioAssay, several laboratories
HTR2A ag: agonists of mouse serotonin 5-HT2A receptor (HTR2A); P35363; CHO-K1 mHTR2A beta-arrestin complementation, luminescence; percent of 30 µM serotonin response; activation, % at 7.6 µM; hit rate 0.66% among 360,000; AID 624169;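 active means activation above a run cutoff, the mean activation of all tested compounds plus 3 SD, cut at about 14% in these data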;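 further: 0% = plate median of compound wells and 100% = 30 µM serotonin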
Target sequence (P35363 whole entry, looked up): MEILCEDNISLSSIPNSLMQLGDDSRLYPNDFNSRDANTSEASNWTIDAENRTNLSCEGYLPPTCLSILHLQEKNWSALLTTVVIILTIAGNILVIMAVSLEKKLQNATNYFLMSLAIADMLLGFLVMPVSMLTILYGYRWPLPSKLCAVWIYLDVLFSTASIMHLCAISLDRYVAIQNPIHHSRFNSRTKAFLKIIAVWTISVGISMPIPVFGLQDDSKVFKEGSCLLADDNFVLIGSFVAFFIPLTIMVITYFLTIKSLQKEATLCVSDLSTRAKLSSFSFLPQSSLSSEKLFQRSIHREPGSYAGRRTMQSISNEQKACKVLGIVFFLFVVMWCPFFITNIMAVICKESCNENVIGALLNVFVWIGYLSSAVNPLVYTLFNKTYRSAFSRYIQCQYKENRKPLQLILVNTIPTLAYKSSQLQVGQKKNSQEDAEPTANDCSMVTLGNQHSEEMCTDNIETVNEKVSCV
ABCB6 inh 2: inhibitors of human ABC transporter ABCB6 | Q9NP58 | K562-ABCB6 porphyrin accumulation, flow cytometry, 1 h; active compounds read low | fluorescence ratio to DMSO, % at 10 µM | hit rate 0.19% among 360,000;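 active means fluorescence ratio to DMSO below 75%, the collection mean minus 3 SD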;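 further: signal is porphyrin accumulated inside mitochondria; 100% equals median channel fluorescence of DMSO control wells; lower ratio means ABCB6 inhibition with less porphyrin fluorescence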
N-glyco inh: N-linked glycosylation inhibition | D54 ERlucT glycosylation luciferase reporter, 24 h; percent of 100 nM tunicamycin response | reporter increase, % at 12.5 µM | hit rate 0.23% among 360,000;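 active means mean luciferase reporter signal, scaled so untreated is 0 and the glycosylation-blocking control 100, at or above a set limit in every replicate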;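 further: luciferase carries N-glycosylation sites so blocking glycosylation raises the light; 0% = median of neutral control wells and 100% = median of 100 nM tunicamycin wells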
ABHD5-PLIN5 inh: blocks binding of human ABHD5 to perilipin-5 | Split G. princeps luciferase complementation, luminescence, 4 h | inhibition, % at 4 µM | hit rate 0.78% among 360,000;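 active means inhibition above the mean inhibition across every tested compound plus 3 SD, cut at about 22% in these data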;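 further: 0% = DMSO only wells and the 100% control is not disclosed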
Exocytosis inh: lytic granule exocytosis inhibition | TALL-104 LAMP-1 surface exposure, flow cytometry; cells stimulated with thapsigargin and PMA | inhibition, % at 10 µM | hit rate 0.66% among 360,000 | AID 651702;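 active means inhibition above about 55%, limit read from the data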
H9c2 protect: myocardial damage modulation in H9c2 cells | H9c2 cardiomyocytes, H2O2 injury protection, ATPLite, 2 h | protection from H2O2 cell death, % at 20 µM | hit rate 0.63% among 360,000;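 active means compounds giving at least 50% protection of heart cells from peroxide-induced death in the single-dose screen, raw or plate-pattern-corrected value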;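 further: 0% = DMSO wells with peroxide and 100% = DMSO wells without peroxide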
MC4R barr agon: activates human MC4R beta-arrestin recruitment; U2OS MC4R beta-arrestin complementation, luminescence; percent of melanotan II response, DMSO zero; activation, % at 8.9 µM; hit rate 0.98% among 360,000; AID 540308;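 active means activation above a per-plate cutoff, the mean activation of sample wells on that plate plus 3 SD, cut at about 8% in these data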
Target sequence (P32245 whole entry, looked up): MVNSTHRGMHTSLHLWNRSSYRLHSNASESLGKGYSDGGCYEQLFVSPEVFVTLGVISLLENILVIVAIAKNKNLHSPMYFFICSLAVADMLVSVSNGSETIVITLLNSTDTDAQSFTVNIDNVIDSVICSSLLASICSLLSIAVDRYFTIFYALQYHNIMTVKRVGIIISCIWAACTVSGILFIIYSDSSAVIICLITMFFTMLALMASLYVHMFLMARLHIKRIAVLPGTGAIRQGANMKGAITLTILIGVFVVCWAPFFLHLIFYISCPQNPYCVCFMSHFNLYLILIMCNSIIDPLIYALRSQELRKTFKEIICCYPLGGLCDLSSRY
aDG glyco act: increases alpha dystroglycan glycosylation; Pro5-aDG cells, alpha-DG glycosylation AlphaScreen (IIH6); 0% Pro5, 100% B10-LARGE cell signal; activation, % at 10 µM; hit rate 0.22% among 360,000;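 active means activation of at least 8% versus controls, or a plate z-score of at least 8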;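 further: Pro5 are CHO cells carrying HIG-tagged alpha-DG that lacks glycosylation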
iPSC survival up: hiPSC single-cell survival enhancement; ATPlite luminescence; 100% = ROCK inhibitor wells, 0% = DMSO; AID 602274; survival enhancement, % at 20 µM; hit rate 0.044% among 360,000; in the data active means survival enhancement above about 18%;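 further: cells exposed to compounds for 16 hours before the ATP read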
MC4R antag cAMP: antagonists of human melanocortin 4 receptor (MC4R). hit rate 0.48% among 360,000. AID 540295. MC4R-expressing cells, MTII-stimulated cAMP, LANCE TR-FRET. P32245. inhibition, % at 6.5 µM;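 active means inhibition above its plate's cutoff, the mean of tested wells on that plate plus 3 SD, cut at about 29% in these data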;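 further: 0% = Melanotan II alone and 100% = Melanotan II plus saturating MCL0020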
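System – human MC4R-expressing U2OS cells · Also added – Melanotan II · Dosing – one concentration, 6.5 µM nominal · Timing – 30-min compound, 1-h challenge, 1-h detection, room temperature · Measured by – Eu-cAMP/anti-cAMP TR-FRET, emission 671 nm · Replicates – singlicate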
Numbers without * were called inactive; · = not tested or not shown. Random draw from the library; 4.5% or so of the library scored in one or more.

SMILES | HTR2A ag | ABCB6 inh 2 | N-glyco inh | ABHD5-PLIN5 inh | Exocytosis inh | H9c2 protect | MC4R barr agon | aDG glyco act | iPSC survival up | MC4R antag cAMP
CC(C)(C)c1ccc(Oc2coc3cc(OCC(=O)O)ccc3c2=O)cc1 | 1 | 97 | 0 | 7 | -4 | -12 | 0.2 | -0.1 | -0.2 | 7
CCC1(c2ccccc2)NC(=O)N(CC#N)C1=O (stereo not drawn) | -1 | 105 | -1 | -5 | -2 | 3 | -1.3 | 0.0 | 1.8 | 29*
COc1ccc(-c2nc3n(n2)C(c2cccnc2)C(C(N)=O)=C(C)N3)cc1 (stereo not drawn) | 4 | 97 | 1 | -1 | -6 | -5 | -1.3 | 0.2 | -1.9 | -3
CC(=O)Nc1ccc2nc(C3CCCCC3)[nH]c2c1 | -5 | 104 | 5 | -10 | 3 | -6 | -0.7 | 0.6 | -0.6 | 0
Cc1c(O)ccoc1=O | 1 | 100 | 1 | -13 | -4 | -3 | 0.1 | 0.0 | -4.3 | -3
O=C(c1cc2sccc2n1Cc1ccccc1)N1CCc2ccccc21 | -8 | 97 | -5 | -6 | 2 | -10 | -1.5 | 0.1 | 2.0 | 9
Cc1ccc(C)n1NC(=O)c1ccccc1Cl | -5 | 95 | -1 | 1 | -2 | 12 | -2.0 | 0.1 | -0.8 | 14
CN(C)c1ccc(C(C[N+](=O)[O-])c2c(N)n(C)c(=O)n(C)c2=O)c(F)c1C#N (stereo not drawn) | -1 | 96 | 28* | 13 | -4 | 7 | -1.9 | 0.1 | -0.7 | 9
CC1=C(C(N)=O)C(c2ccc(Cl)c(Cl)c2)n2ncnc2N1 (stereo not drawn) | -5 | 102 | 3 | 6 | 6 | 3 | -2.1 | -0.2 | -0.1 | 5
Cc1ccc2cc(CN(CCCO)S(=O)(=O)c3ccccc3F)c(=O)[nH]c2c1C | -3 | 88 | 2 | 11 | 8 | 1 | -0.8 | 0.0 | -0.3 | -2
CC1CC(C)CN(C(=O)COC(=O)CCc2nc3ccccc3c(=O)[nH]2)C1 (stereo not drawn) | 1 | 104 | 1 | 9 | -2 | 33 | 2.5 | 0.2 | -1.8 | 23
COc1ccc(N2C(=O)C3NN=C(C(=O)OCc4ccccc4)C3C2=O)cc1 (stereo not drawn) | 1 | 98 | 2 | 2 | 0 | 2 | -1.4 | -0.2 | -0.4 | -2
CCCn1c(=O)c(C(=O)NNC(=O)c2ccccc2Cl)c(O)c2ccccc21 | -3 | 97 | 5 | -10 | -8 | -6 | -0.5 | -0.2 | 0.1 | -3
Cc1cc(C)cc(NC(=O)N2CCN(C/C=C/c3ccccc3)CC2)c1 | -4 | 97 | 0 | -2 | -2 | -2 | 1.7 | -0.1 | -0.3 | 3
Cc1ccc(CN2CC(C(=O)NNC(=O)Cn3ccc(C(F)(F)F)n3)CC2=O)cc1 (stereo not drawn) | 11 | 103 | 2 | 4 | -5 | 13 | -1.6 | -0.3 | -0.6 | -1
N#Cc1ccsc1NC(=O)COC(=O)CCCSc1nc2ccccc2s1 | 3 | 102 | 2 | 0 | 0 | -9 | -1.4 | 0.2 | 3.4 | 8
O=C(NCC(c1cccnc1)N1CCOCC1)NC1CCCCC1 (stereo not drawn) | 1 | 102 | 3 | 0 | -2 | 1 | -0.6 | 2.0 | -0.1 | 3
COc1cc(C(=O)N2CCN(S(=O)(=O)c3ccc(C)cc3C)CC2)ccc1OCC(=O)N1CCOCC1 | 5 | 103 | 2 | -5 | 0 | -2 | 0.6 | 0.3 | -0.5 | 9
Clc1ccc(Cc2ccc(Cl)nn2)c(Cl)c1 | 1 | 84 | 1 | 0 | 0 | -6 | -2.0 | -0.2 | 3.7 | -5
CCOC(=O)C1=NN(C(=O)Nc2ccc(OC)cc2)C2C(=O)N(c3cccc(C(F)(F)F)c3)C(=O)C12 (stereo not drawn) | -7 | 120 | 1 | -3 | -7 | -2 | -1.5 | 0.0 | 0.0 | 0
COc1ccc(N(CC(=O)NCc2cccs2)S(=O)(=O)c2c(C)nn(C)c2C)cc1 | 3 | 100 | 0 | 2 | 5 | 11 | -0.8 | -0.1 | -1.0 | 11
COc1cccc(/C=N/Nc2ncc(C)c(=O)[nH]2)c1OC | 3 | 98 | 2 | 4 | -4 | 0 | -0.1 | -0.1 | -0.5 | 6
CCOc1ccc(NC(=O)CSc2nc(-c3cccs3)cc(C(F)(F)F)n2)c([N+](=O)[O-])c1 | -3 | 94 | -4 | 3 | 0 | -7 | 16* | 0.1 | -0.5 | -7
O=C(CCc1nc(-c2ccccc2)no1)Nc1cccnc1 | 13 | 98 | -1 | 0 | -6 | -7 | 0.2 | 0.3 | -0.5 | 9
O=C1NC(=O)N(Cc2ccccc2)CC1Br (stereo not drawn) | 3 | 98 | 2 | 2 | 15 | 3 | 0.1 | 0.0 | -2.7 | 7
COC(=O)c1ccccc1NC(=O)c1ccccc1NS(C)(=O)=O | -8 | 102 | 3 | -1 | 2 | 0 | -0.1 | 0.0 | -1.1 | 5
Nc1c(N(Cc2ccco2)C(=O)c2cccc(F)c2)c(=O)[nH]c(=O)n1Cc1ccccc1 | 16* | 96 | -1 | 3 | 13 | 17 | -2.1 | -0.2 | -0.5 | 1
CN1C[C@@H]2[C@@H]3C(=O)N(C)C(=O)[C@@H]3[C@](Cc3ccccc3)(C1=O)N2C(=O)c1ccc(Cl)cc1 | -2 | 97 | 2 | 4 | -7 | 4 | -1.5 | -0.1 | -0.4 | 9
CC(c1ccccc1)N1C(=O)NC(NC(=O)C(C)(C)C)(C(F)(F)F)C1=O (stereo not drawn) | 1 | 100 | 1 | 0 | 0 | 8 | 1.0 | 0.1 | 1.1 | 17
CC(=O)OC1C=CCC2C(=O)c3cccc(O)c3C(O)C12 (stereo not drawn) | 17* | 91 | 2 | 7 | -3 | 8 | -1.6 | 0.3 | -1.7 | 4
O=S(=O)(c1cccs1)N1CCN(CCc2ccccc2)CC1 | -6 | 93 | -2 | -1 | 7 | 4 | -3.7 | -0.1 | -0.5 | 6
Cc1ccccc1OCC(=O)N1N=C(C(F)(F)F)CC1(O)C(C)(C)C (stereo not drawn) | 6 | 88 | -2 | 4 | 3 | -4 | 5.1 | 0.0 | -0.3 | 6
O=C(CN1C(=O)C2C3C=CC(C3)C2C1=O)OCC(=O)c1ccc(Br)cc1 (stereo not drawn) | 0 | 91 | 2 | 7 | -2 | 2 | 0.8 | 0.1 | 1.2 | -2
CCOC(=O)[C@]12CCC=C1N(CCC1=CCCCC1)C(=O)[C@H](CC(=O)NCCCOC)C2 | 6 | 99 | · | 6 | 6 | · | · | 0.0 | 2.1 | ·
CCOc1ccccc1NC(=O)COc1cccc(-n2cnnn2)c1 | -2 | 101 | 0 | 1 | 2 | 24 | -0.8 | 0.3 | 0.0 | -3
CCOC(=O)c1sc(C)c2c(=O)n(CC)nnc12 | 6 | 90 | 0 | 0 | -1 | -2 | 4.0 | 0.4 | 4.4 | 20
O=C(CCc1nnc2ccc(NCc3ccco3)nn12)Nc1ccccc1F | 0 | 104 | 3 | 12 | -7 | -2 | -1.4 | 0.4 | 0.8 | 10
Cc1ccc(C(=O)Nc2nnc(C)s2)cc1 | 1 | 94 | -6 | 2 | 1 | -13 | -2.3 | -0.1 | -1.1 | -6
O=C(NCCN1CCOCC1)c1ccc2c(c1)N(Cc1cccc(Cl)c1)C(=O)c1ccccc1S2(=O)=O | -6 | 94 | -5 | 0 | 0 | -3 | -1.4 | 0.0 | -1.7 | 2
Cc1cccc(C)c1OCC(O)CN1CCc2ccccc2C1 (stereo not drawn) | -1 | 97 | 1 | 4 | -3 | -6 | -0.5 | -0.1 | -0.3 | 16
COc1ccc(NS(=O)(=O)c2ccc3c(c2)OCCO3)cc1OC | 4 | 86 | 0 | 5 | -5 | -11 | 0.4 | 1.7 | 0.1 | 6
CC1(C(=O)NC23CC4CC(CC(C4)C2)C3)CC1(Cl)Cl (stereo not drawn) | -3 | 101 | -2 | -4 | -2 | -1 | -3.3 | -0.1 | -1.1 | -2
CC(C)CC1OC(C)CC2=C1C(=O)OC(C)(C)O2 (stereo not drawn) | 2 | 102 | · | -12 | 1 | · | · | -0.1 | 0.8 | ·
COc1ccc(OC)c(-n2nnnc2SCC(=O)Nc2nc(C)c(C)s2)c1 | 2 | 101 | 0 | -5 | 3 | 0 | 0.3 | 0.3 | -1.6 | 10
O=C(NCCN1C(=O)S/C(=C\c2cccnc2)C1=O)C1=NN(c2ccccc2)C(=O)CC1 | 5 | 87 | 1 | -8 | -2 | 11 | -2.2 | -0.1 | 0.2 | 14
CN(C)c1ccc(NC(=O)c2cnsn2)cc1 | -1 | 100 | -15 | -5 | 0 | -12 | -1.1 | -0.2 | -0.6 | -8
COc1ccc(Cc2nnc(NS(C)(=O)=O)s2)cc1 | 2 | 100 | 0 | 7 | -1 | 0 | -3.0 | -0.2 | -1.2 | 6
O=c1onc(-c2cccs2)n1Cc1ccccc1 | 3 | 91 | 0 | -6 | -2 | 4 | -1.4 | 0.0 | -0.3 | -4
Cc1ccc(CNc2c(C=O)c(=O)[nH]c3ccccc23)cc1 | 5 | 94 | -1 | 3 | 1 | 0 | -2.2 | -0.1 | 0.0 | 3
CN(Cc1cnn(C)c1)C(=O)c1cc(COc2c(F)cccc2F)on1 | 1 | 101 | 1 | -2 | 10 | 8 | -0.5 | -0.4 | 1.2 | 1
Next section:
SMILES | HTR2A ag | ABCB6 inh 2 | N-glyco inh | ABHD5-PLIN5 inh | Exocytosis inh | H9c2 protect | MC4R barr agon | aDG glyco act | iPSC survival up | MC4R antag cAMP
Cc1ccc(S(=O)(=O)Nc2cccc(-c3ccc(N4CCCCCC4)nn3)c2)cc1 | -12 | 105 | -6 | -2 | 2 | -2 | -3.9 | 0.0 | -0.4 | 9
O=C1CCCCc2cc(O)c(O)cc21 | -8 | 102 | -2 | -12 | 7 | 8 | -0.3 | 0.1 | 0.7 | -3
Cc1cc(C(F)F)n2ncc(C(=O)N3CCCCC3)c2n1 | 0 | 104 | 1 | 1 | 10 | 4 | -2.1 | -0.1 | -1.5 | 2
CCOCCCNC(=O)C(NC(=O)C1CCC(=O)N1)c1ccc(C)cc1 (stereo not drawn) | 0 | 91 | 0 | -6 | 1 | -10 | 0.2 | -0.3 | -1.2 | 4
COc1ccc(-n2ccnc2)cc1 | 1 | 93 | 2 | -4 | -2 | -4 | -3.5 | -0.3 | -0.4 | -1
Cn1nnnc1SCc1nc2scc(-c3ccc(Cl)cc3)c2c(=O)[nH]1 | -2 | 100 | -1 | 2 | -3 | -14 | -0.2 | 0.6 | -0.6 | -8
Cc1ccc(S(=O)(=O)N2CCN(C(=O)N(C)C)CC2)cc1 | 4 | 94 | 2 | 12 | 1 | -5 | 0.1 | -0.2 | -0.5 | -3
